DENV2 CPE rescue: protects cells from dengue virus 2 cytopathic effect. DENV2-infected cells, cytopathic effect rescue, plate reader. CPE inhibition, % at 9.99 µM. 1.7% of 350,000 active. AID 651640; in the data active means CPE inhibition above about 20%, passing the limit was not always enough; inconclusive means no clear call, values can overlap the other calls; tested in BHK-21 cells;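 further: 0% = median of neutral control wells and 100% = median of positive control wells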
ERp5 inh: inhibitors of human ERp5. Q15084. ERp5 insulin aggregation, absorbance 650 nm, 90 min. inhibition, % at 9.99 µM. 0.05% of 350,000 active. AID 651711;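 active means mean replicate inhibition above about 25%, with every replicate also reaching it, limit read from the data, passing the limit was not always enough; inconclusive means only one of those two criteria met; inactive means neither criterion met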
E-sel inducer: E-selectin induction on HUVECs | HUVEC E-selectin immunofluorescence imaging; normalized: neutral wells 0, TNF-alpha wells 100 | P16581 | AID 686992 | activation, % at 7.58 µM | 0.37% of 260,000 active;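 active means mean E-selectin-positive cell signal at least 10% of the positive control, reached in at least 60% of replicates, without over 20% cell loss; inconclusive means no rule given, readout overlaps actives, possibly toxicity-flagged; inactive means the rest, including those meeting only one limit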;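 further: in these data hits start at about 27%; measured in HUVEC primary endothelial cells; signal is the percent of cells scored E-selectin positive by PE staining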
Target sequence (P16581 whole entry, looked up): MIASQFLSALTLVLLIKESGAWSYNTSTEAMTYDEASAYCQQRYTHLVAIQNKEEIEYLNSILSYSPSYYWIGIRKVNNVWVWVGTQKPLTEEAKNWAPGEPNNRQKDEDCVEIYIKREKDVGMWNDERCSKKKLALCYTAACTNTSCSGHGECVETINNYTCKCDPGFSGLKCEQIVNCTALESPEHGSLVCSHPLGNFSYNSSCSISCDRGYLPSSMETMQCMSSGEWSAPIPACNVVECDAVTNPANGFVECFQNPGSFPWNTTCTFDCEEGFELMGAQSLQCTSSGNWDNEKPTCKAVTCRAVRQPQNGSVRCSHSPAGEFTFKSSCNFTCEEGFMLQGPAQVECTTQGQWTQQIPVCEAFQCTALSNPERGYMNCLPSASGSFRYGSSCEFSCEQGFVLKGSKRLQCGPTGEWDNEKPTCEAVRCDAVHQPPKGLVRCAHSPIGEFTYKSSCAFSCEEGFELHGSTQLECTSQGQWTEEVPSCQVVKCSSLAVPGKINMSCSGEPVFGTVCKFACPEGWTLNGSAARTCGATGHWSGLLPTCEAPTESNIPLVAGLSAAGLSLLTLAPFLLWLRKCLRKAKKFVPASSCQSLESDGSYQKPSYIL
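Assay system: HUVEC, human umbilical vein endothelial cells / Amount: 3,000 HUVEC/well / Controls: TNF-alpha positive control, DMSO neutral control / Compound dosing: single concentration / Medium: EGM-2 over gelatin coat / Evaluation: percent E-selectin-positive cells / Signal: immunofluorescence imaging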
S100A4 inh HTS: S100A4-myosin IIA interaction inhibition; S100A4/TAMRA-MyoIIA peptide fluorescence polarization; inhibition, % at 10.7 µM; 0.14% of 360,000 active; AID 652163;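 active means mean inhibition of at least 70% across replicates, with every replicate also reaching that level; inconclusive means mean inhibition reaches 70% but some replicates fall short; inactive means mean inhibition below 70%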
Target sequence (P26447 whole entry, looked up): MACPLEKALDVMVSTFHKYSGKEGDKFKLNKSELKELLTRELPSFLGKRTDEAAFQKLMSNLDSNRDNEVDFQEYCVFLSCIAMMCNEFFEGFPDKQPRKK
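System – human S100A4 monomer protein, biochemical binding assay · Buffer or medium – Calcium-containing HEPES buffer, pH 7.2 · Timing – 5 min between mix addition and reading · Also added – TAMRA-labelled myosin IIA heavy-chain peptide probe, 5 nM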
PglD inh: inhibitors of Campylobacter jejuni PglD acetyltransferase. AID 602405. inhibition, % at 12.5 µM. 0.098% of 360,000 active. purified PglD enzyme, DTNB colorimetric CoA detection; in the data active means inhibition above about 16%, passing the limit was not always enough; inconclusive means no clear call, values can overlap the other calls; further: strong numbers were not always called active
C2C12 statin: protects C2C12 myotubes from simvastatin toxicity | ATP luminescence, 48 h; scaled: DMSO 0, geranylgeraniol control 100 | rescue of ATP level, % at 7.49 µM | 0.78% of 330,000 active;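 active means mean ATP rescue above about 67%, or every replicate alone reaching that limit, limit read from the data, passing the limit was not always enough; inconclusive means no clear call, values can overlap the other calls; inactive means mean under the limit and some replicate under it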;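 further: myotubes were challenged with 10 µM simvastatin during compound exposure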
SIRT5 block: sirtuin-5 (human) deacylase inhibition; inhibition, % at 15 µM; Purified SirT5, succinyl-peptide AMC, trypsin-coupled fluorescence; Q9NXA8; 1.1% of 330,000 active; in the data active means inhibition above about 15%; inconclusive means no clear call, values can overlap the other calls
Target sequence (Q9NXA8 whole entry, looked up): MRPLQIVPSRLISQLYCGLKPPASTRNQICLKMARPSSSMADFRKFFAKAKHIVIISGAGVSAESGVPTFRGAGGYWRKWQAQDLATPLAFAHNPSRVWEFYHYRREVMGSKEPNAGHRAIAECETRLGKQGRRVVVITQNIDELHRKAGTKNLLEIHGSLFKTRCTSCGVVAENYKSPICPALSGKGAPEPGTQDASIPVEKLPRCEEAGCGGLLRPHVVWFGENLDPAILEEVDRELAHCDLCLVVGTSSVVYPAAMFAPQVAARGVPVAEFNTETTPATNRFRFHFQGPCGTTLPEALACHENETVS
* = called active by the depositor; ? = inconclusive; . = no result given.

entry	mol	SIRT5 block	C2C12 statin	DENV2 CPE rescue	E-sel inducer	ERp5 inh	PglD inh	S100A4 inh HTS
1	Cc1cnc(-c2nc3ccccc3n2C(C)C(=O)Nc2c(C)cccc2C)cn1 (configuration not stated)	.	.	-14	-0.1	3	.	-12
2	Cc1cc(C(C)(C)C)cc(S(=O)(=O)Nc2cccc(C(=O)O)c2)c1C	0	-38	3	.	0	2	0
3	C[C@@H]1CCCCO[C@@H](CN(C)C(=O)CCC(F)(F)F)[C@@H](C)CN([C@H](C)CO)C(=O)c2cc(NS(=O)(=O)c3ccc(F)cc3)ccc2O1	1	.	8	.	6	-1	14
4	O=C(CCn1nc(-c2ccc(Cl)cc2)c2ccccc2c1=O)NN1CCOCC1	-10	.	-2	0.4	-1	1	-7
5	O=C(C[C@@H]1CC[C@H]2[C@@H](COC[C@H](O)CN2C(=O)c2cnccn2)O1)N1CCN(c2ccccc2)CC1	-8	1	-6	-0.1	1	1	-2
6	O=C(c1cccc(S(=O)(=O)N2CCCCC2)c1)N1CCc2ccccc21	3	.	-1	.	-7	.	0
7	COCCN(C(=O)COC(=O)CCC1CCCCC1)c1c(N)n(Cc2ccccc2)c(=O)[nH]c1=O	.	3	0	-0.2	5	6	-1
8	CC(C)(C)c1ccc(S(=O)(=O)N2CC(C(=O)O)Oc3ccc(Cl)cc32)cc1 (configuration not stated)	1	3	7	.	5	4	-2
9	C[C@H]1CN([C@@H](C)CO)C(=O)c2cccc(NC(=O)c3ccc(-c4nccs4)cc3)c2O[C@@H]1CN(C)C	4	-8	.	5.7	0	21*	2
10	COc1ccc(N(CC(=O)Nc2ccc(C)cc2C)S(=O)(=O)c2ccccc2[N+](=O)[O-])c(OC)c1	-6	.	-4	.	0	.	1
11	COc1cc2c(cc1OC)C(COc1ccccc1OC)N(C(=O)C(C)(C)C)CC2 (configuration not stated)	-3	19	8	0.0	-1	2	-23
12	O=CN1CCN(C=O)C(O)C1O (configuration not stated)	-1	2	1	0.0	4	.	1
13	CCOc1ccc(Nc2nc(N3CCCC3)nc(N3CCN(c4ccc(OC)cc4)CC3)n2)cc1	.	.	-14	-1.8	-2	.	1
14	COc1ccc(CNC(=O)CSc2nc3cccnc3s2)cc1	-2	-1	11	0.3	-5	7	4
15	COc1ccc(N2CC(C(=O)OCC(=O)Nc3cc(C)on3)CC2=O)cc1 (configuration not stated)	-1	.	4	.	-2	-1	-6
16	Cc1ccc(S(=O)(=O)N2C[C@@H](O)COC[C@H]3O[C@@H](CC(=O)NCC4CCCCC4)CC[C@@H]32)cc1	-3	-16	-11	-0.2	-2	6	10
17	C[C@@H]1CCCCO[C@@H](CN(C)C(=O)c2ccncc2)[C@H](C)CN([C@H](C)CO)C(=O)c2cc(NC(=O)Cc3ccccc3)ccc2O1	5	9	3	.	-7	-2	6
18	COc1ccccc1OCc1nc(C#N)c(NCCCn2ccnc2)o1	0	-4	3	3.5	1	-6	-2
19	Cc1cc2nccc(-c3ccc(F)cc3)n2n1	-2	-7	-1	.	-1	-8	2
20	COc1ccc(CNC(=O)C2=CC(c3ccc(C)cc3)=NS(=O)(=O)N2C)cc1	4	-7	-2	-0.2	0	-3	-1
21	COc1cccc(C(=O)Nc2ccccc2OC(F)(F)F)c1	-2	4	8	0.3	-1	-5	-3
22	CCS(=O)(=O)N1CCC2(CC1)CN(C(=O)NC(C)C)[C@@H](CO)c1c2c2ccc(OC)cc2n1C	-2	.	0	-0.7	-5	.	-35
23	COc1cccc(-c2cc(-c3cccnc3)nc(N)c2C#N)c1	-3	10	-6	.	-1	-1	-9
24	CN(C)C(=O)C[C@H]1CC[C@@H](NS(=O)(=O)c2ccccc2)[C@H](CO)O1	1	14	12	0.2	3	7	0
25	CN(C)C(=O)c1cccc(-c2ccc([C@@H]3[C@H]4CN(CC5CCOCC5)CCCCN4[C@H]3CO)cc2)c1	-3	0	4	-0.2	4	-3	-1
26	COC(=O)c1cccc(N(CC(=O)NCC2CCCO2)C(=O)CCC(=O)Nc2cc(C)on2)c1 (configuration not stated)	.	1	18	0.1	-1	-9	-11
27	O=C(NCCCN1CCOCC1)c1cccc(S(=O)(=O)N2CCN(c3ccccc3)CC2)c1	-3	.	14	-0.1	-2	.	-1
28	COc1cc(OC)cc(C(=O)OCC(=O)Nc2cccc(C(C)=O)c2)c1	0	8	?	.	0	1	1
29	CCc1ccc(-c2cc(C)no2)cc1S(=O)(=O)NCCCN1CCN(c2ccccc2)CC1	0	-1	3	.	5	2	-3
30	CCOc1cc(C(=O)Nc2ccc3c4c(cccc24)C(=O)N3CC)cc(OCC)c1OCC	-2	-9	.	.	4	-4	2
31	CCNC(=O)Nc1ccc2c(c1)C(=O)N(C)[C@H]1CC[C@@H](CC(=O)NCCOC)O[C@H]1CO2	-6	-3	15	0.1	9	-1	0
32	CCOc1ccccc1CN1CCC(O)CC1	6	3	3	.	1	-4	6
33	CC(C)NC(=O)N(C)C[C@H]1Oc2ncc(C#CC3CCCC3)cc2C(=O)N([C@H](C)CO)C[C@@H]1C	0	26	1	0.5	1	-1	-43
34	CCCC#Cc1ccc([C@@H]2[C@@H](C#N)N(S(=O)(=O)c3cccc(F)c3)[C@H]2CO)cc1	-2	58	18	-0.2	-1	2	-25
35	COc1ccc(C(=O)NCc2nnc(SCC(=O)N3CCc4ccccc43)n2CCc2ccccc2)cc1	-3	.	.	0.8	1	-1	3
36	CC(C)c1cc(NC(=O)c2ccccc2)cc(C(C)C)c1O	-1	-6	-5	.	3	0	-1

Numbers 25–33 from above:
entry	mol	SIRT5 block	C2C12 statin	DENV2 CPE rescue	E-sel inducer	ERp5 inh	PglD inh	S100A4 inh HTS
25	CN(C)C(=O)c1cccc(-c2ccc([C@@H]3[C@H]4CN(CC5CCOCC5)CCCCN4[C@H]3CO)cc2)c1	-3	0	4	-0.2	4	-3	-1
26	COC(=O)c1cccc(N(CC(=O)NCC2CCCO2)C(=O)CCC(=O)Nc2cc(C)on2)c1 (configuration not stated)	.	1	18	0.1	-1	-9	-11
27	O=C(NCCCN1CCOCC1)c1cccc(S(=O)(=O)N2CCN(c3ccccc3)CC2)c1	-3	.	14	-0.1	-2	.	-1
28	COc1cc(OC)cc(C(=O)OCC(=O)Nc2cccc(C(C)=O)c2)c1	0	8	?	.	0	1	1
29	CCc1ccc(-c2cc(C)no2)cc1S(=O)(=O)NCCCN1CCN(c2ccccc2)CC1	0	-1	3	.	5	2	-3
30	CCOc1cc(C(=O)Nc2ccc3c4c(cccc24)C(=O)N3CC)cc(OCC)c1OCC	-2	-9	.	.	4	-4	2
31	CCNC(=O)Nc1ccc2c(c1)C(=O)N(C)[C@H]1CC[C@@H](CC(=O)NCCOC)O[C@H]1CO2	-6	-3	15	0.1	9	-1	0
32	CCOc1ccccc1CN1CCC(O)CC1	6	3	3	.	1	-4	6
33	CC(C)NC(=O)N(C)C[C@H]1Oc2ncc(C#CC3CCCC3)cc2C(=O)N([C@H](C)CO)C[C@@H]1C	0	26	1	0.5	1	-1	-43

More entries follow.
entry	mol	SIRT5 block	C2C12 statin	DENV2 CPE rescue	E-sel inducer	ERp5 inh	PglD inh	S100A4 inh HTS
37	CCCN(CC(=O)Nc1ccccc1C)C(=O)COC(=O)CSc1ccc([N+](=O)[O-])cc1	3	-10	-1	0.5	2	-1	-6
38	COc1ccc(CCC(=O)NNC(=O)Nc2cc(Cl)ccc2C)cc1	-3	2	0	1.2	0	2	2
39	Cc1nc(NS(=O)(=O)c2ccccc2)sc1NC(=O)Nc1ccc(Cl)cc1	2	8	6	0.4	0	-1	-3
40	O=C(CN1CCCCC1)Nc1ccc(S(=O)(=O)NC2CCCCC2)cc1	0	-11	4	.	1	2	6
41	Cc1ccc(S(=O)(=O)N[C@@H]2CC[C@@H](CC(=O)O)O[C@H]2CO)cc1	0	6	2	0.1	4	6	1
42	COc1cccc(C(=O)Nc2ccc3c(c2)C(=O)N(C)[C@@H]2CC[C@H](CC(=O)NCc4ccc(F)cc4)O[C@@H]2CO3)c1	.	26	0	0.1	.	-1	.
43	CN(C)Cc1ccccc1Sc1cccc2ccccc12	.	.	15	.	7	.	-2
44	O=[N+]([O-])c1ccc(Cl)cc1CN1CCCCCC1	0	2	3	.	-6	-4	-1
45	CO[C@@H](CN(C)Cc1cc(F)ccc1F)[C@@H](C)CN([C@H](C)CO)S(=O)(=O)c1ccc(F)cc1	-1	-10	-6	.	-2	-3	0
46	COCc1cc(CNC(=O)C2CCC(=O)N(Cc3ccccc3F)C2)[nH]n1 (configuration not stated)	0	2	-1	-0.2	5	5	0
47	CSCC[C@H](NC(=O)C1CCN(C(=O)[C@H](Cc2ccccc2)NS(=O)(=O)c2ccc(C)cc2)CC1)C(=O)O	-8	15	-1	.	-1	-5	-17
48	NC(=O)c1ccc[n+](CC(=O)c2cccc([N+](=O)[O-])c2)c1	-4	-25	-2	-0.1	-1	6	-3
49	O=C(Cc1c(F)cccc1Cl)Nc1ccc(S(=O)(=O)Nc2nccs2)cc1	.	16	-1	-0.1	3	-2	2
50	CC1(C)Cc2c(c(N3CCOCC3)nc3sc(C(N)=O)c(N)c23)CO1	-1	.	-2	.	3	.	0
51	Cc1cc(NC(=O)c2ccccc2)cc(NC(=O)c2ccccc2)c1C	1	-33	8	.	0	-10	4
52	Cc1nc(NCCc2ccccc2)sc1C(=O)O	-4	0	10	0.0	1	0	-2
53	Cc1cc(C)c(CN2CCN(C(=O)Cn3ccc(NC(=O)OCc4ccccc4)nc3=O)CC2)c(C)c1	.	5	-11	0.9	-2	5	3
54	CC(=O)NCCc1cc2ccc(C)c(C)c2[nH]c1=O	-1	12	-2	0.1	-3	.	-2
55	O=c1oc2ccccc2cc1-c1cn2ccccc2n1	-2	.	3	.	0	.	-2
56	OCCC1CN(Cc2nc(-c3ccccc3)cs2)CCN1C1CCCC1 (configuration not stated)	-2	-12	-6	-1.6	1	.	0
57	O=C(C[C@@H]1C[C@@H]2c3cc(NC(=O)c4ccc5c(c4)OCO5)ccc3O[C@@H]2[C@H](CO)O1)NCC1CC1	-3	-9	14	1.2	-4	-2	-7
58	CCOc1ccc(N(CC(=O)Nc2ccc(CC)cc2)S(=O)(=O)c2c(C)[nH]c(=O)[nH]c2=O)cc1	0	2	7	.	10	4	-1
59	CN(C)c1ccc2c(c1)[C@@H]1C[C@@H](CC(=O)NCCc3ccccc3)O[C@@H](CO)[C@@H]1O2	-1	2	1	0.2	-3	-2	1
60	Cc1noc(C)c1NC(=O)N(C)C[C@H]1Oc2ccc(NC(=O)Cn3cnnn3)cc2CC(=O)N([C@@H](C)CO)C[C@@H]1C	.	-5	-7	0.1	.	-3	.
61	CCC(C)NCCCOc1ccc([N+](=O)[O-])cc1 (configuration not stated)	0	4	-3	.	8	5	-6
62	O=C(O)c1cccc(C(=O)O)c1	.	3	12	.	1	2	-3
63	CCC1=NC(c2ccc(Br)cc2)N(O)C1(C)C (configuration not stated)	-5	0	-2	.	18	7	-4
64	CC(C)(C)OC(=O)N1CCC(C(=O)Nc2cccc(C(=O)N3CCCC3)c2)CC1	-17	1	8	-0.1	-1	-5	0
65	O=C(c1ccncc1)N1CC(=O)N2[C@@H](CO)[C@H](c3ccc(-c4ccccc4)cc3)[C@@H]2C1	3	.	13	0.6	-3	.	10
66	Cc1cccc(NC(=O)CN2CCN(C(=O)CNC(=O)c3ccc(-c4ccccc4)cc3)CC2)c1C	.	-22	-10	.	-4	5	5
67	CC(C)NC(=O)CN1CCN(C(c2cc3ccccc3o2)c2nnnn2C(C)(C)C)CC1 (configuration not stated)	-2	.	2	-0.6	-4	.	-1

Only part of the results is shown; rates above refer to the full screens.
